# Eya2 inh: inhibitors of human Eya2 phosphatase activity; Potency, µM (top dose mostly 76.9 µM), for inactives: at the top dose activity, negative = inhibition, usual class: inhibitors; actives 0.006% (n = 330,000); O00167; AID 488837; recombinant Eya2, OMFP fluorescence dephosphorylation (OMFP is methylfluorescein phosphate); also: potency is read from the fitted curve at half-maximal effect; % is scaled to controls: 0 for no effect and ±100 for the full control effect
#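 Eya2 (0.2 uM) preincubated 10 min at ambient with compound, then OMFP substrate added at 50 uM; 10 min reaction in 50 mM HEPES pH 7.5, 50 mM NaCl, 5 uM MgCl2, 0.05% BSA, 1 mM DTT. Fluorescence read at Ex 485/Em 525 nm.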
# Mito fusion act: inhibitors of mitochondrial division or activators of mitochondrial fusion. Potency, µM (doses to about 46.1 µM), for the others: at the highest dose growth rescue (activation), hits mostly activators. S. cerevisiae fusion-defective mutant growth rescue, CellTiterGlo 48 h. actives 0.23% (n = 320,000);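 also: potency is read from the fitted curve at half-maximal effect; % of control where 0% means no effect; nearly all actives have a fitted effect of over 45% in size; temperature-sensitive fusion mutants such as fzo1-1 at 37 °C on non-fermentable ethanol glycerol medium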
#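 Yeast fusion mutant, YPEG (non-fermentable carbon), compound, 48 h at 37C non-permissive; CellTiterGlo added, 10 min RT, luminescence read. Rescued growth = division inhibition.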
# Tb PFK inh: T. brucei PFK enzyme inhibition | O15648 | T. brucei PFK, ADP-Glo luminescence | Potency, µM (top dose mostly 57.5 µM), inactives show top-dose activity, negative = inhibition, hits mostly inhibitors | actives 0.17% (n = 330,000) | AID 485367;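 also: potency is read from the fitted curve at half-maximal effect; 0% = uninhibited 1x PFK enzyme wells and -100% = no-enzyme wells; nearly all actives have a fitted effect of over 60% in size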
# Target sequence (O15648 whole entry, looked up): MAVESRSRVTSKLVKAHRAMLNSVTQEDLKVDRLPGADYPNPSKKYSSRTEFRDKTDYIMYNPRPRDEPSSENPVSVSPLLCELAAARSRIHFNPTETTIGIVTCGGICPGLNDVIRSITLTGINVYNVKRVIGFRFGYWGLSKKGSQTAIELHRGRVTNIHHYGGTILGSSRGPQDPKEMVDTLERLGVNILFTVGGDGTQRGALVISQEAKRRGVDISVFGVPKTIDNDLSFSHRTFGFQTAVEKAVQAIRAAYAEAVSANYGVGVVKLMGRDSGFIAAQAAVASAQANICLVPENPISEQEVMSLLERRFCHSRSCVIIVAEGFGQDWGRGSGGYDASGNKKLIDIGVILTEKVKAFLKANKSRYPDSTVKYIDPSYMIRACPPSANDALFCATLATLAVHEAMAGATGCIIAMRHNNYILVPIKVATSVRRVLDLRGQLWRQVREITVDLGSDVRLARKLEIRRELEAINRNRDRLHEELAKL
#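 PFK 1.25 nM, F6P 0.5 mM, ATP 0.1 mM, 0.1 M TEA pH 8.0, 5 mM MgCl2, 0.01% Tween20, 0.1% BSA; 45 min RT. ADP-Glo readout. qHTS titration up to 57 uM; curves fitted, compounds curve-classed.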
# ELG1 DNA repair: ELG1-dependent DNA repair inhibition; HEK293T ELG1-luciferase reporter, luminescence, 16 h; DNA damage induced by 5-fluorouridine; Potency, µM (highest dose often 46.1 µM), for inactives: at the highest dose activity change, negative = inhibition, most hits filed as inhibitors; actives 2.3% (n = 330,000); AID 504467; also: potency is read from the fitted curve at half-maximal effect; % is scaled to controls: 0 for no effect and ±100 for the full control effect; nearly all actives have a fitted effect of over 55% in size
#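 Step one: seed 2,000 cells per well. Step two: pin-transfer compound or DMSO alongside 5-fluorouridine. Step three: incubate 16 hr, 37 °C, 5% CO2. Step four: add ONE-Glo, wait 30 min, read luminescence.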
# TSG101-PTAP inh: blocks PTAP/TSG101 interaction to inhibit HIV-1 budding. Q99816. Fluorescence polarization, FITC-PTAP peptide / Tsg101 binding. Potency, µM (highest dose often 115 µM), for inactives: at the highest dose activity change, negative = inhibition, usual class: inhibitors. 340,000 tested, under 10 active. AID 493005; active = well fitted inhibition curve with a large enough effect in the main read-out, with a control signal flat, not every such curve was filed as active; inconclusive = small, poorly fitted or top-dose-only effect, or effect the other way, or a change in a side signal; inactive = no such curve, though single readings can be large or run the other way; also: potency is read from the fitted curve at half-maximal effect; % of control where 0% means no effect
#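 Fluorescence polarization binding of Tsg101 binding domain (10 uM final) to FITC-labeled PTAP peptide (50 nM final) in HEPES pH 7.5 buffer with NaCl, Tween 20, EDTA, TCEP. Compounds added before peptide; binding 20 min at RT.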
# TSHR antagonist: human thyrotropin receptor antagonism. P16473. activity change, negative = inhibition, % at 11.5 µM. TSHR-expressing cells, TSH-stimulated cAMP HTRF, 2 h; hits give low values. actives 0.2% (n = 330,000);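 active = activity change below a set negative limit, meaning inhibition stronger than a set level, cut at about -70% in these data; inconclusive = activity change between two set negative limits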; also: % is scaled to controls: 0 for no effect and ±100 for the full control effect
#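 TSHR-expressing cells, 200/well, pre-treated with compound, then stimulated with EC80 TSH (4nM final) for 2 hours at 37 deg C. cAMP measured by competitive HTRF: anti-cAMP cryptate antibody in lysis buffer plus cAMP-d2, read after 30 minutes at room temperature.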
# a7 integrin act: integrin-mediated muscular dystrophy alleviation activation; alpha7betagal myoblasts, beta-gal FDG fluorescence, 48 h; Potency, µM (highest dose often 38.3 µM), for inactives: at the top dose activation, usual class: activators; actives 0.064% (n = 350,000); AID 624291;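 also: potency is read from the fitted curve at half-maximal effect; 100% = response of the positive control SU9516; nearly all actives have a fitted effect of over 60% in size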
#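 Alpha7betagal+/- myoblasts (passage 13) were plated 16-24 hr, then exposed to compounds (1:260 dilution of DMSO stock) for 48 hours at 37C. After MPER lysis, β-galactosidase reporter activity was read as FDG fluorescence (ex 480/em 540) after 30 minutes.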
# ASM inhibitor: inhibitors of human secretory acid sphingomyelinase; P17405; placental ASM, HMU-PC fluorogenic substrate, 60 min; Potency, µM (highest dose often 57.5 µM), without a hit: top-dose activity change, negative = inhibition, usual class: inhibitors; actives 0.006% (n = 340,000); AID 504937; also: potency is read from the fitted curve at half-maximal effect
# Target sequence (P17405 47-631 limits assumed): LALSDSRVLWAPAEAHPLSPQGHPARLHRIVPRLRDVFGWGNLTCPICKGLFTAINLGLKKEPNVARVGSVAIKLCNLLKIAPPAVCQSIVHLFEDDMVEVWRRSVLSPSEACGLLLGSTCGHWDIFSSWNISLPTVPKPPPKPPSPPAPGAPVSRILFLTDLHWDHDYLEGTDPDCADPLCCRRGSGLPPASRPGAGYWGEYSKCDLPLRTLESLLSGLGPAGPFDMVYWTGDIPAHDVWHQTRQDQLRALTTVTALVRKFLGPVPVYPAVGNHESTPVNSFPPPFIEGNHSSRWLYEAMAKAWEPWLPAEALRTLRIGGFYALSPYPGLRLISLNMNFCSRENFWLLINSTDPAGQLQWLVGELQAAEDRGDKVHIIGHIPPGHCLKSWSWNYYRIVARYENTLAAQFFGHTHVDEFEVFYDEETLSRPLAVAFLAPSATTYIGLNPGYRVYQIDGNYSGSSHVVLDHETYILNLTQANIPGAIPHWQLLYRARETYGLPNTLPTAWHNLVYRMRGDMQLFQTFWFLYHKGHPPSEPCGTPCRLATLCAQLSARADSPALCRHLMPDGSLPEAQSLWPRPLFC
#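 Fluorogenic HMU-PC substrate (9 uM final) is turned over by placental ASM in 60 min at 37 C after a 10 min compound preincubation. Reaction ended by alkaline stop (pH 10), with fluorescence read at 386/447 nm.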
# BCR signal inh: chronic active BCR signaling inhibition. ABC-DLBCL IkBa-CBG/CBR reporter, luminescence ratio, 4 h. Potency, µM (titrated, usually from 46.1 µM), without a hit: top-dose ratio change, negative = lower green/red ratio, most hits filed as inhibitors. actives 0.05% (n = 340,000). AID 493014; active = well fitted inhibition curve with a large enough effect in the signal ratio, with a control signal flat, not every such curve was filed as active; inconclusive = small, poorly fitted or top-dose-only effect, or effect the other way, or a change in a side signal; the % refers to the signal ratio;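 also: potency is read from the fitted curve at half-maximal effect; plate controls were basal doxycycline-induced cells for no effect and cells given 10 µM MG132 for full effect; MG132 reads +100%, hits lower the ratio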
#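 TMD8 human ABC-DLBCL cells with doxycycline-inducible IκBα–green luciferase fusion and unfused red luciferase, in 0.5% FBS medium; compounds up to 46 uM, 4 h at 37C. Green/red luminescence ratio, filter-overlap corrected, fitted to concentration-response curves.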
# TCR activator: activates T cell receptor signaling; primary human leukocytes, anti-CD3, IL-2 HTRF, 48 h; Potency, µM (series often up to 9.22 µM), for inactives: at the top dose activation of IL-2 secretion, actives largely listed as activators; 330,000 tested, under 10 active; also: % of control where 0% means no effect
#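 TCR engagement came from a-CD3 beads alone, with compounds added to primary human leukocytes for 48 hr. Secreted IL-2 bridged europium cryptate- and d2-labelled anti-IL-2 antibodies, giving FRET emission at 665nm after 320nm excitation.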
# A-T KAP1 phos: potential ataxia-telangiectasia treatments restoring KAP-1 phosphorylation. Potency, µM (titrated, usually from 57.5 µM), for inactives: at the highest dose activation, most hits filed as activators. […] A-T fibroblasts, KAP-1 phosphorylation AlphaLISA; neocarzinostatin DNA damage 30 min before lysis. actives 0.19% (n = 320,000); also: potency is read from the fitted curve at half-maximal effect; % of control where 0% means no effect; nearly all actives have a fitted effect of over 45% in size
#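 hTERT-immortalized A-T patient fibroblasts ([…]), 500 cells/well in OPTI-MEM, 1% FBS, got compounds for 60 min, then NCS for 30 min at 37C. Lysates were then assayed for phospho-KAP-1 by AlphaLISA (anti-pKAP1 donor, anti-KAP1 acceptor beads), 6 hr at 25C.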
# The depositor's hits bear a star; i = inactive; ? = inconclusive; nt = not tested or not shown; [ ] = remark or other dose. Unless noted, calls follow the shape of the dose curve; as a rule, active = well fitted curve in the direction sought with a large enough effect; inconclusive = small, poorly fitted or top-dose-only effect, or another doubt; inactive = no such curve, though single readings can be large; an effect the other way counts as inactive or inconclusive.
SMILES,Eya2 inh,Mito fusion act,Tb PFK inh,ELG1 DNA repair,TSG101-PTAP inh,TSHR antagonist,a7 integrin act,ASM inhibitor,BCR signal inh,TCR activator,A-T KAP1 phos
CCN(C[C@H]1N[C@@](CC)(C(=O)OC)[C@H]2C(=O)N(Cc3ccccc3)C(=O)[C@@H]12)C(=O)c1ccc(C)cc1,-4%,nt,1%,8.2µM*,-4%,-7,-9%,3%,-1%,9%,1%
COc1cccc(NC(=O)CSc2nnc(-c3cc(-c4ccccn4)nc4ccccc34)o2)c1,-15%,-4%,9%,?,-3%,7,-8%,0%,?,1%,2%
COCCNc1nnc(SC(C)C(=O)Nc2ccc(-c3nc4ccc(C)cc4s3)cc2)s1 (configuration not stated),-10%,19%,7%,?,1%,-15,-2%,89%[activator],?,0%[46.1 µM],0%
NS(=O)(=O)c1ccc(O)c(N2C(=O)c3cccc4c(C(=O)O)ccc(c34)C2=O)c1,-2%,-3%,8%,?,0%,-1,14%,0%,0%,0%,7%
C/C(CC(=O)Nc1ccc(Cl)c(C(F)(F)F)c1)=N\NC(=O)c1cc2ccccc2cc1O,-1%,13%,-4%,-9%,0%,-16,-36%,-5%,-5%,2%,-3%
Cc1ccc(C)c(NC(=S)NC(NC(=O)OCc2ccccc2)C(Cl)(Cl)Cl)c1 (configuration not stated),-8%,9%,1%,0%,-5%,5,-3%,-3%,12%,2%[46.1 µM],-2%
COc1ccccc1/C=C/C(=O)N1CCN(S(=O)(=O)c2cccs2)CC1,-20%,nt,8%,21µM*,-3%,-4,9%,0%,?,8%,-2%
CSCCC(NC(=O)COc1ccccc1)C(=O)OCCOc1ccc(C)cc1 (configuration not stated),-24%,-2%,-1%,15%,-4%,7,1%,-4%,?,-3%,-6%
Cc1cc(C)nc(NC(=O)Cc2ccc([N+](=O)[O-])cc2)c1,-1%,-7%,-9%,-17%,-1%,1,21%,4%,?,-3%[46.1 µM],3%
CCN(Cc1ccccc1)S(=O)(=O)CCNC(=O)c1ccccc1,0%,-2%,-2%,-10%,-3%,-4,-1%,7%,1%,2%,-2%
CCC(CC)C(=O)Nc1ccc(C(=O)c2ccccc2)cc1,3%,22%,-4%,2%,1%,-6,1%,16%,-1%,-3%[46.1 µM],29%
Cc1oc(=O)c(NC(=O)c2cccc(Cl)c2)cc1C(=O)c1ccccc1,-1%,-3%,?,?,0%,9,-20%,-1%,-13%,3%,17%
COc1ccc(OCC(O)CN(C)C(=O)C(C)Oc2ccccc2)cc1 (configuration not stated),-28%,0%,1%,-8%,-7%,3,-42%,-4%,-1%,nt,0%
O=C(CN1CCCCCC1)N/N=C/c1cccs1,-3%,-3%,-1%,5%,-5%,8,-2%,4%,-3%,3%,4%
CC1=C/C(=N\N=C2\NC(=O)C(CC(=O)Nc3ccccc3F)S2)CC(C)(C)C1 (configuration not stated),-3%,-1%,6%,?,0%,-17,-15%,-5%,?,4%,7%
O=C(O)c1cc(-c2ccc(-c3ccc(F)cc3)o2)nc2ccccc12,-7%,?,-7%,?,-7%,4,?,i,?,0%,15%
CCN(CC)S(=O)(=O)c1cc(C(=O)Nc2ccccn2)ccc1C,14%,27%,-6%,?,-6%,-5,-5%,2%,?,0%,-9%
O=C(NCCc1ccc2c(c1)OCO2)C1CCN(S(=O)(=O)c2ccc(Cl)cc2)CC1,-26%,-1%,1%,-11%,-5%,-3,17%,1%,1%,2%,-1%
O=C(CCN1C(=O)c2cccc([N+](=O)[O-])c2C1=O)NC1CCCCCC1,-1%,nt,1%,14%,-2%,7,-8%,-1%,0%,-3%,7%
O=C(NCCc1ccc(Cl)cc1)C1COc2ccccc2O1 (configuration not stated),11%,2%,0%,6%,-7%,-2,-7%,2%,12%,0%,-3%
O=C(NC(=O)c1ccccc1)NC1(C(F)(F)F)OCCO1,-5%,-3%,-1%,?,nt,5,nt,nt,?,nt,10%
COc1ccc(Cl)cc1C(=O)NNC(=S)NC1CCCC1,-11%,-1%,1%,-6%,0%,-3,23%,0%,?,5%,-6%
Cc1nc(N2CCN(S(=O)(=O)c3ccc(F)cc3)CC2)c2c(C)c(C)sc2n1,2%,-3%,5%,1%,-5%,6,13%,0%,1%,-1%,-8%
COc1ccc(OCc2n(CC(=O)OC3CC(C)CCC3C(C)C)c3ccccc3[n+]2C)cc1 (configuration not stated),-9%,-11%,2%,?,3%,22,-58%[inhibitor],-10%,?,5%,14%

# Filtered by structure, the entries above containing two or more sulfur atoms (three)
SMILES,Eya2 inh,Mito fusion act,Tb PFK inh,ELG1 DNA repair,TSG101-PTAP inh,TSHR antagonist,a7 integrin act,ASM inhibitor,BCR signal inh,TCR activator,A-T KAP1 phos
COCCNc1nnc(SC(C)C(=O)Nc2ccc(-c3nc4ccc(C)cc4s3)cc2)s1 (configuration not stated),-10%,19%,7%,?,1%,-15,-2%,89%[activator],?,0%[46.1 µM],0%
COc1ccccc1/C=C/C(=O)N1CCN(S(=O)(=O)c2cccs2)CC1,-20%,nt,8%,21µM*,-3%,-4,9%,0%,?,8%,-2%
Cc1nc(N2CCN(S(=O)(=O)c3ccc(F)cc3)CC2)c2c(C)c(C)sc2n1,2%,-3%,5%,1%,-5%,6,13%,0%,1%,-1%,-8%

# Next section:
SMILES,Eya2 inh,Mito fusion act,Tb PFK inh,ELG1 DNA repair,TSG101-PTAP inh,TSHR antagonist,a7 integrin act,ASM inhibitor,BCR signal inh,TCR activator,A-T KAP1 phos
CSC1=NCCN1C(=O)c1ccc2ccccc2c1,-4%,-3%,2%,26%,-2%,-2,17%,4%,1%,4%,0%
Cc1ccc(-c2c(C#N)c(N)n(-c3ccccc3)c(=O)c2C#N)cc1,-11%,0%,-2%,-2%,0%,-7,27%,7%,0%,-5%,-1%
COc1ccc2c(=O)c(-c3nc(C)cs3)coc2c1,15%,-5%,2%,?,-10%,-9,16%,3%,0%,-1%,-7%
CC(=O)c1ccc(NC(=O)Nc2ccc([N+](=O)[O-])cc2C)cc1,7%,-5%,-22%,-1%,-3%,-14,-8%,-17%,9%,-2%[46.1 µM],6%
COc1cccc(/C=N/NC(=O)c2cc(-c3cccn3C)n[nH]2)c1O,-6%,-8%,0%,?,-5%,-14,5%,-6%,-6%,0%[46.1 µM],-5%
COc1ccc(S(=O)(=O)Nc2ccc3c(c2)OCCO3)cc1Cl,8%,4%,-6%,-10%,-12%,6,-12%,0%,-3%,2%,0%
O=C(NC(=S)NCc1ccccc1)c1ccc2c(c1)OCO2,-6%,?,3%,?,-3%,-4,-15%,-3%,15%,-2%[46.1 µM],9%
CCn1ccnc1CN(C)C(=O)C1CCC(=O)N(CCc2cccc(F)c2)C1 (configuration not stated),6%,-1%,-4%,?,0%,9,-11%,3%,0%,1%,9%
CC1CC(C)CN(S(=O)(=O)c2ccc3c(c2)CC(C)N3C(=O)C2CCC2)C1 (configuration not stated),6%,6%,2%,-12%,-3%,-11,?,-2%,5%,-1%,7%
COC(=O)Cc1ccc(NC(=O)c2ccc3c(c2)C(=O)N(Cc2cccnc2)C3=O)cc1,-27%,0%,3%,2%,1%,-21,0%,2%,-5%,11%,6%

# Single entries from the entries so far.
# For BCR signal inh, CC1CC(C)CN(S(=O)(=O)c2ccc3c(c2)CC(C)N3C(=O)C2CCC2)C1 (configuration not stated) has 5%
# For ASM inhibitor, CSC1=NCCN1C(=O)c1ccc2ccccc2c1 has 4%
# For Tb PFK inh, COc1ccc(S(=O)(=O)Nc2ccc3c(c2)OCCO3)cc1Cl has -6%

# Assay outcomes from PubChem BioAssay.
